Compound activity as filed in PubChem.
Hsp70 displacement: Hsp70 inhibitors, probe displacement, primary screen, biochemical, fluorescence polarization (AID 583) | 140,000 tested, 0.06% active | Heat shock 70 kDa protein 1A (Homo sapiens) | Hsp70 fluorescence polarization probe displacement, mP; higher % means a stronger effect | displacement, % at 20 µM, or IC50 in µM where a hit was titrated; in the data active = displacement above about 50%;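 note: plate controls were vehicle for no effect and reference ligand for full effect; a part of the inactive calls stands beside numbers as strong as those of hits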
MKP-3 inhibition: MKP-3 phosphatase inhibitors, primary screen, biochemical, rat enzyme, in vitro (AID 425). Dual specificity protein phosphatase 6 (Rattus norvegicus). recombinant MKP-3 phosphatase activity, fluorescence; higher % means a stronger effect. 110,000 tested, 0.17% active. inhibition, % at 20 µM, or IC50 in µM where a hit was titrated; in the data active = inhibition above about 50%;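 note: plate controls were vehicle for no effect and reference inhibitor for full effect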
An asterisk follows results filed as active; . = not tested or not shown; & = joins results of further samples.

SMILES	Hsp70 displacement	MKP-3 inhibition
COc1ccc(Nc2c(C)cccc2C)cc1	0.5%	.
O=C1CC(c2ccc(S(=O)(=O)N3CCN(c4ccccc4)CC3)cc2)CN1 (configuration not stated)	7.6%	-2.1%
COc1ccc(CCN(C)CCN2C(=O)c3ccccc3C2=O)cc1OC	-1.0%	-3.8%
COc1ccc(NC(=O)C(c2ccc(C)cc2)N(C)C(=O)CNC(C)=O)cc1 (configuration not stated)	2.8%	.
COc1cccc(C2C(C(=O)Nc3ccccc3)=C(C)N=c3s/c(=C/c4ccccc4OC)c(=O)n32)c1 (configuration not stated)	-0.1%	-7.2%
O=C1C=C(N(CCO)CCO)C2(CCCCC2)O1	-7.2%	-17.6%
Cc1cc(C(=O)Nc2nc3ccc(S(C)(=O)=O)cc3s2)c(C)o1	-0.3%	-12.2%
Cc1ccc(S(=O)(=O)n2nc(-c3ccc(Cl)cc3)nc2NCc2ccco2)cc1	-2.1%	-3.8%
CCOc1ccc(-n2c(SC(C)C(=O)OC)nc3c(c2=O)SCC3)cc1 (configuration not stated)	-6.4%	.
CCC(C)NC(=O)CSc1nnc(-c2cc(-c3cccs3)nc3ccccc23)o1 (configuration not stated)	3.9%	.
CCC(=O)N1c2ccccc2NC2=C(C(=O)CC(C)(C)C2)C1c1ccc([N+](=O)[O-])cc1 (configuration not stated)	-1.8%	3.0%
CC1CCc2sc3nc(N4CCN(CCO)CC4)n4ncnc4c3c2C1 (configuration not stated)	-1.1%	-2.7%
Cc1ccc(C(=O)N/C(=C\c2ccco2)c2nc(=S)[nH][nH]2)cc1	-84.9%	1.2%
Cc1oc2c(CN3CCCC3)c(O)ccc2c(=O)c1-c1nc2ccccc2s1	-6.9%	3.3%
CCOC(=O)C1CCCN(Cc2nc(N)nc(Nc3ccccc3OC)n2)C1 (configuration not stated)	.	-7.8%
CCOC(=O)Cc1csc(SCC(=O)/C(C#N)=C(\C)N)n1	-0.8%	-9.2%
CCOC(=O)c1ccccc1NC(=O)/C=C/c1cc(OC)c(OC)c(OC)c1	-3.0%	.
O=C(O)C1C2C=CC3(CN(Cc4ccccn4)C(=O)C13)O2 (configuration not stated)	5.5%	-1.2%
Cc1ccc(N2NC(=O)/C(=C/c3ccc(N(C)C)cc3)C2=O)cc1C	1.6%	0.5%
O=C1CC(c2ccccc2)CN1S(=O)(=O)c1ccccc1 (configuration not stated)	10.1%	-1.8%
O=C(C1=C(O)C(=O)N(CCCN2CCOCC2)C1c1ccccn1)c1cc2ccccc2o1 (configuration not stated)	5.2%	1.1%
COc1cc2c(C)nc3c(c(C)nn3-c3ccccc3)c2cc1OC	-3.8%	2.3%
CSC1=C(C#N)C(C)C2=C(CC(C)(C)CC2=O)N1 (configuration not stated)	-1.5%	3.1%
COc1cc(NS(=O)(=O)c2ccc(NC(=O)c3ccc(C)o3)cc2)nc(OC)n1	3.1%	-6.3%
Cc1oc(-c2ccc3c(c2)OCCO3)cc1C(=O)NC(CCC(=O)O)C(=O)O (configuration not stated)	0.2%	-0.7%
COc1cccc(C(=O)Nc2cccc(C(=O)NC3=NN(c4c(Cl)cc(Cl)cc4Cl)C(=O)C3)c2)c1	2.0%	.
COc1ccc(C(=O)Nc2ccc3c(c2)Cc2ccccc2-3)cc1	2.0%	-3.4%
COc1cc(NC(=O)C2C3C=CC(C3)C2C(=O)O)c(OC)cc1Cl (configuration not stated)	2.4%	1.1%
NC1=NC(=O)/C(=C\c2ccc(-c3cccc(C(=O)O)c3)o2)S1	1.0%	-1.1%
COC(=O)CN(C#N)c1nc(NC(C)C)nc(NC(C)C)n1	7.3%	-2.2%
O=C(CN(Cc1ccccc1)S(=O)(=O)c1ccccc1)Nc1ccc(Br)cc1	-3.2%	0.0%
Cn1c(=O)[nH]c(=O)c2c1nc(OC(=O)c1ccccc1)n2CC(O)COc1ccccc1 (configuration not stated)	-2.8%	-9.2%
CCCCN(C)C(=O)C1CCN(Cc2ccccn2)CC1	-2.1%	-6.1%
O=C(Nc1ccc2c(c1)oc1ccccc12)N1CCOCC1	-2.8%	-4.2%
CC(C)CCn1c2ccccc2c2cc(CC(N)=O)ccc21	1.5%	0.7%
CCCCCNC(=O)C1CC=CCC1C(=O)O (configuration not stated)	0.0%	.
O=C(NC(=S)Nc1ccc2ccccc2c1)c1ccccc1Cl	0.5%	1.7%
CCC(=O)Nc1ccc(Cl)c(NC(=O)c2ccc(Br)o2)c1	3.1%	0.2%
CCOC(=O)/C=C1\NC(C)(C)Cc2cc(OC)c(O)cc21	5.3%	4.1%
Cc1ccc(-n2c(SCC(=O)NCc3ccco3)nc3nc4c(cc3c2=O)COC(C)(C)C4)cc1	-3.7%	0.7%

Molecules listed so far containing a furan ring, fused or not, in the order listed:
SMILES	Hsp70 displacement	MKP-3 inhibition
Cc1cc(C(=O)Nc2nc3ccc(S(C)(=O)=O)cc3s2)c(C)o1	-0.3%	-12.2%
Cc1ccc(S(=O)(=O)n2nc(-c3ccc(Cl)cc3)nc2NCc2ccco2)cc1	-2.1%	-3.8%
Cc1ccc(C(=O)N/C(=C\c2ccco2)c2nc(=S)[nH][nH]2)cc1	-84.9%	1.2%
O=C(C1=C(O)C(=O)N(CCCN2CCOCC2)C1c1ccccn1)c1cc2ccccc2o1 (configuration not stated)	5.2%	1.1%
COc1cc(NS(=O)(=O)c2ccc(NC(=O)c3ccc(C)o3)cc2)nc(OC)n1	3.1%	-6.3%
Cc1oc(-c2ccc3c(c2)OCCO3)cc1C(=O)NC(CCC(=O)O)C(=O)O (configuration not stated)	0.2%	-0.7%
NC1=NC(=O)/C(=C\c2ccc(-c3cccc(C(=O)O)c3)o2)S1	1.0%	-1.1%
O=C(Nc1ccc2c(c1)oc1ccccc12)N1CCOCC1	-2.8%	-4.2%
CCC(=O)Nc1ccc(Cl)c(NC(=O)c2ccc(Br)o2)c1	3.1%	0.2%
Cc1ccc(-n2c(SCC(=O)NCc3ccco3)nc3nc4c(cc3c2=O)COC(C)(C)C4)cc1	-3.7%	0.7%

Next compounds follow:
SMILES	Hsp70 displacement	MKP-3 inhibition
CCN1C(=O)c2cccc3c(S(=O)(=O)Nc4c(C)n(C)n(-c5ccccc5)c4=O)ccc1c23	2.7%	-5.8%
O=C(c1nn2c(C(F)(F)F)cc(-c3ccccc3)nc2c1Cl)N1CCOCC1	-1.1%	-18.0%
CCN(CC)CCC(=O)N1c2ccccc2Sc2ccc(NC(=O)OC)cc21	2.2%	4.7%
CCn1c(SCC(=O)N2CCc3ccccc32)nc2c(c1=O)SC(C)C2 (configuration not stated)	1.7%	-1.6%
COc1ccc(NC(=O)CSc2nnnn2-c2ccc(OC)cc2)cc1	1.8%	.
CCN(CCO)C(=O)C(c1ccccc1)c1ccccc1	6.4%	.
Cc1ccc(C(C)C)c(OCCN)c1	1.4%&-4.7%	-1.5%&3.6%
CCOC(=O)c1cc(C)n(Cc2ccccc2)c1C	-9.2%	-3.1%
Cc1ccc(C2=N/C(=C\c3ccccc3)C(=O)O2)cc1	1.4%	-0.1%
CC1CCN(S(=O)(=O)c2ccc(S(=O)(=O)NCc3ccco3)cc2)CC1	2.7%	.
CC(=O)N(c1ccccc1)C1CC(C)Nc2ccccc21 (configuration not stated)	-5.7%	0.1%
COc1ccccc1C(=O)Nc1ccc(OC(F)(F)F)cc1	-3.4%	2.6%
CCOc1ccc(NCC(O)CSCC(O)CNc2ccc(OCC)cc2)cc1 (configuration not stated)	3.7%	0.0%
CC(C)Cc1cc(-c2ccco2)c(C#N)c(N)n1	-4.6%&4.5%	-17.8%&-3.1%
Cc1ccc(C(=O)NCc2nnc(SCC(=O)Nc3sc4c(c3C#N)CCCC4)n2C)cc1	-4.5%	-5.0%
COc1ccc(C(=O)Nc2cccnc2)cc1OC	-1.1%	.
Oc1c(/C=N/Nc2cccc3cccnc23)sc2ccccc12	-32.7%	6.4%
COc1ccc(NC(=O)c2ccc(OC)cc2)cc1	0.1%	-0.4%
CC(OC(=O)c1cccs1)C(=O)NCc1ccccc1 (configuration not stated)	3.4%	-13.4%
Cc1ccc(C2CC(C(F)F)n3ncc(C(=O)Nc4c(C)nn(Cc5c(F)cccc5Cl)c4C)c3N2)cc1 (configuration not stated)	-3.2%	.
Cc1ccc2[nH]c(=O)c3cc(C(=O)N(C)Cc4ccco4)sc3c2c1	1.7%	-7.9%
CC(=O)Nc1ccc(S(=O)(=O)N(c2ccccc2F)S(=O)(=O)c2ccc(NC(C)=O)cc2)cc1	.	1.8%
CCCCNCCCCCCOc1ccccc1C(C)(C)C	-9.9%	-1.1%
CSc1nc2c(c(=O)n1C)C(C)(C)Cc1ccccc1-2	-5.6%	0.5%
CCOC(=O)C1=C(C)NC(=O)C(C#N)C1c1ccco1 (configuration not stated)	5.2%	-0.8%
CCCC(=O)Nc1ccc(NC(=O)COc2ccc(C(C)(C)C)cc2)cc1	0.3%	3.6%
O=C(Nc1ccc(I)cc1Cl)c1cc2ccccc2o1	3.7%	2.2%
O=S(=O)(c1ccc(N2CCCC2c2nc3ccccc3s2)nc1)N1CCOCC1 (configuration not stated)	-3.6%	3.5%
O=C(COc1ccccc1[N+](=O)[O-])N/N=C/c1cc(I)ccc1O	-1.3%	2.5%
Cc1cccc(C)c1NC(=O)CSc1nc2ccccc2s1	-2.2%	4.9%
CC(Oc1ccc(Cl)cc1Cl)C(=O)NCCN(C)C (configuration not stated)	2.7%	1.0%
CC(=O)C1=C(Nc2ccccc2)CC(C)(O)C(C(C)=O)C1c1cccnc1 (configuration not stated)	-4.2%	2.6%
O=C(O)CNC(=O)c1ccc2c(c1)OCCO2	-2.0%	-2.4%
COc1cccc(/C(O)=C2/C(=O)C(=O)N(CCCN(C)C)C2c2cccc(Cl)c2)c1 (configuration not stated)	1.2%	-2.4%
Cc1ccc(S(=O)(=O)n2nc(C)c(Br)c2C)c(C)c1C	3.5%	2.4%
C=CCn1c(SCC(=O)N2CCCCC2)nc2sc3c(c2c1=O)CCC3	1.9%	1.1%
CC(N=C(NS(=O)(=O)c1ccccc1)c1ccccc1)C(=O)O (configuration not stated)	3.7%	-1.1%
COc1ccc(OC)c(NC(=O)CSCc2cnn(-c3ccccc3)c2-n2cccc2)c1	0.3%	2.8%
COc1cccc(S(=O)(=O)NCc2ccc(C(=O)NCC3CCCO3)cc2)c1 (configuration not stated)	2.4%	-2.8%
O=C(CC1NCCNC1=O)Nc1ccc(Oc2ccccc2)cc1 (configuration not stated)	1.0%	-8.8%

In the list so far, 2 have a tert-butyl group.
SMILES	Hsp70 displacement	MKP-3 inhibition
CCCCNCCCCCCOc1ccccc1C(C)(C)C	-9.9%	-1.1%
CCCC(=O)Nc1ccc(NC(=O)COc2ccc(C(C)(C)C)cc2)cc1	0.3%	3.6%

Continuation:
SMILES	Hsp70 displacement	MKP-3 inhibition
CCc1ccccc1NC(=O)CN(c1ccc(Br)cc1)S(C)(=O)=O	-2.2%	0.4%
CCOC(=O)C(OC(=O)c1sc(=S)n(C)c1C)C(C)=O (configuration not stated)	-0.7%	7.6%
O=C(CSc1nnc(-c2cnccn2)n1Cc1ccco1)c1ccccc1	1.4%	-12.2%
Cc1ccc(C)c(NC(=O)c2ccc([N+](=O)[O-])cc2)c1	5.3%	0.9%
COc1ccc(C(=O)Nc2ccc(NC(=O)c3ccco3)c(OC)c2)cc1	3.3%	4.3%
CCOCCCNc1cc(C)c(C#N)c2nc3ccccc3n12	-2.2%	2.2%
Cc1cc(C)c2cc(CN(Cc3ccco3)C(=O)NCc3ccccc3)c(=O)[nH]c2c1	4.0%	-1.3%
Cc1nc(C)c(C(=O)OCC(=O)N2CCN(c3ccccc3)CC2)s1	-0.7%	-1.0%
Cc1cc(NC2CCCCC2)nc(N2CCOCC2)n1	0.9%	-10.6%
COc1ccc(CN2CCN(C(=O)c3cccs3)CC2)cc1	2.2%	0.3%
Cc1cc2nc(C)n(CCCNC(=O)Nc3ccccc3)c2cc1C	4.5%	.
COc1ccc(C2CC(C(F)(F)F)n3nc(C(=O)Nc4cc(OC)c(Cl)cc4OC)c(Cl)c3N2)cc1 (configuration not stated)	-1.2%	-0.8%
CC(=O)Nc1ccc(-c2nn3c(C)nnc3s2)cc1C	6.8%	-5.4%
Cn1c(=NC(=O)CN2C(=O)C3CC=CCC3C2=O)sc2ccccc21 (configuration not stated)	-1.5%	-13.7%
Cc1cccc(CC(=O)Nc2c3c(nn2-c2cccc(Cl)c2)CS(=O)C3)c1 (configuration not stated)	-4.0%	-6.9%
Cc1noc(C)c1COC(=O)c1ccc2ccccc2n1	3.6%	-4.7%
C=CCN1C(=O)CS/C1=N/c1nccs1	2.8%	-1.1%
Cc1ccc(NC(=O)Cc2nnc(NC(=O)Nc3ccccc3)s2)cc1	2.1%	1.3%
COc1cccc(N=C2SC(C(=O)Nc3ccc(F)cc3)CC(=O)N2C)c1 (configuration not stated)	-1.1%	-9.7%
Cc1cc(OCC(=O)Nc2cccc3nsnc23)ccc1Cl	-1.9%	0.7%
CC(=O)c1cc(-c2ccccc2)n(CC(=O)NC2CCCC2)c1C	6.0%	.
CC(C)(SC(=S)N1CCOCC1)C(=O)O	0.7%	.
Cc1cc(O)c(NC(=O)c2ccc(Br)o2)cc1C	2.6%	-9.0%
COC(=O)Nc1ccc(S(=O)(=O)N(CCO)CC(F)(F)C(F)F)cc1	2.8%	-4.3%
COc1ccc(CC(=O)NCc2ccccc2Cl)cc1OC	3.9%	0.9%
COc1ccccc1NC(=O)CN1C(=O)C2(OCCCO2)c2ccccc21	-3.4%	-3.1%
CCc1cc(C)cc(OCCOc2cccc(/C=C3/SC(=S)N(C)C3=O)c2)c1	0.1%	0.4%
Cc1ccc(-c2noc(CCC(=O)NCCc3ccccc3Cl)n2)cc1	2.2%	-1.0%
COc1ccc(-c2noc(CCC(=O)Nc3cccc(C)c3)n2)cc1	-1.6%	-11.3%
CC1CCCCN1C(=O)CSc1nc2ccccc2n1CC(=O)N1CCc2ccccc21 (configuration not stated)	2.4%	-4.8%

Some of the compounds tested; rates above refer to the full screens.
